Source: PubChem
VP16 counter – VP16 counterscreen qHTS for inhibitors of ROR gamma transcriptional activity; Drosophila S2 Gal4-VP16 UAS-luciferase, luminescence, 20 h; Potency, µM (highest dose often 53.6 µM), inactives show at the highest dose activity, negative = inhibition, hits mostly inhibitors; 3.5% of 310,000 active; AID 2546, 2010;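 also: Gal4-VP16 expression switched on by copper sulfate through the metallothionein promoter; % is scaled to controls: 0 for no effect and ±100 for the full control effect; nearly all actives have a fitted effect of over 50% in size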
BRCA1 expr act – qHTS Assay to Identify Small Molecule Activators of BRCA1 Expression; MCF7-BRCA1-FFLuc reporter, luminescence, 48 h; response scale: scaled: vehicle 0%, 10 µM genistein 100%; Potency, µM (doses to about 46.1 µM), for the others: at the highest dose activation, usual class: activators; 1.1% of 380,000 active; also: nearly all actives have a fitted effect of over 80% in size; some results filed as inactive show a strong effect at the top dose
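MCF7-BRCA1-FFLuc cells, 2000/well in phenol-red-free MEM, attached 2 h then treated 48 h at 37 C. Luciferase luminescence read 15 min after reagent; normalized to genistein maximum activation (10microM) and DMSO, concentration-response fitted.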
RORgamma inh – qHTS for inhibitors of ROR gamma transcriptional activity; Potency, µM (highest dose often 53.6 µM), inactives show at the top dose activity change, negative = inhibition, most hits filed as inhibitors; 5.4% of 310,000 active; Drosophila S2 Gal4-RORgamma UAS-luciferase reporter, 20 h; also: % is scaled to controls: 0 for no effect and ±100 for the full control effect; nearly all actives have a fitted effect of over 60% in size
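Compounds are pin-transferred onto Drosophila Schneider cells expressing a copper-inducible Gal4–ROR gamma transactivation domain fusion. After 1 hr, copper sulfate is added to 700 uM final; luciferase is read 20 hr later.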
MBNL1 CUG block – qHTS Assay for Inhibitors of MBNL1-poly(CUG) RNA binding | TR-FRET MBNL1-His/biotin-(CUG)12 binding, 665/545 ratio | Muscleblind-like protein 1 (Homo sapiens), Q9NR56 | 0.036% of 280,000 active | Potency, µM (top dose mostly 57.5 µM), without a hit: top-dose activity change, negative = inhibition, actives largely listed as inhibitors; active = well fitted inhibition curve with a large enough effect in the signal ratio, with a control signal flat, not every such curve was filed as active; inconclusive = small, poorly fitted or top-dose-only effect, or effect the other way, or a change in a side signal; inactive = no such curve, though single readings can be large or run the other way; the % refers to the signal ratio; also: % is scaled to controls: 0 for no effect and ±100 for the full control effect
Target sequence (Q9NR56 whole entry, looked up): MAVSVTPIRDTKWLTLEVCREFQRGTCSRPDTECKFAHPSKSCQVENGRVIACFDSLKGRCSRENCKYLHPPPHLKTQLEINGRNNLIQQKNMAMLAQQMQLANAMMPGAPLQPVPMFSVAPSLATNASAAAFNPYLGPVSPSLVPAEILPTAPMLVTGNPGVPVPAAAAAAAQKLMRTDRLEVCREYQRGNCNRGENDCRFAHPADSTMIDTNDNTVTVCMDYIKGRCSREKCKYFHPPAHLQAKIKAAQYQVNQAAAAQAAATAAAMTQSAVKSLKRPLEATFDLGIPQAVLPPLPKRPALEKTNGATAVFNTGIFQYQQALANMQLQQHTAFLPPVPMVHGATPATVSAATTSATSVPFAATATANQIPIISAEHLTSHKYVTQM
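TR-FRET between His-tagged MBNL1 and biotin-(CUG)12 RNA, detected with Tb anti-His antibody (0.055 ng/ul) and streptavidin-XL665 (5 nM), 60 min at room temperature. Compounds titrated 92 nM to 58 uM; 665/545 nm ratio normalized to buffer and complex controls.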
p53 reactivator – qHTS assay for re-activators of p53 using a Luc reporter | H1299 p53-A138V BP100-luciferase reporter, luminescence, 24 h | Potency, µM (top dose mostly 92.2 µM), for the others: at the top dose activity change, positive = activation, actives largely listed as activators | 0.063% of 320,000 active | AID 504706, 2011; also: % of control where 0% means no effect; nearly all actives have a fitted effect of over 45% in size
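p53-null H1299 cells stably carrying temperature-sensitive p53-A138V and a BP100-luciferase reporter were pinned with compounds (4-point, 1:5 series) and held 24 hrs at 37 deg C. Luminescence was read 10 min after detection reagent.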
NPC1 prom act – qHTS Assay for NPC1 Promoter Activators | Huh7 NPC1 promoter luciferase reporter, 24 h | Potency, µM (doses to about 9.22 µM), without a hit: at the top dose activation, hits mostly activators | 2.4% of 320,000 active | AID 485313, 2010;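 also: % of control where 0% means no effect; nearly all actives have a fitted effect of over 60% in size; reporter is driven by a mutant NPC1 promoter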
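Cells: Huh7 expressing luciferase under the NPC1 promoter, 1500/well. Seeded 2 h, compound added, incubated 24 h at 37 °C. Luciferase reagent, 10 min ambient, then luminescence.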
uPA surface inh – qHTS for Inhibitors of Cell Surface uPA Generation; Potency, µM (highest dose often 38.3 µM), for inactives: at the highest dose activity change, negative = inhibition, actives largely listed as inhibitors; 0.31% of 330,000 active; cell surface uPA generation assay, qHTS; active = well fitted inhibition curve with a large enough effect; inconclusive = small, poorly fitted or top-dose-only effect; inactive = no such curve, though single readings can be large or run the other way; tested in mouse RAW 264.7 cells; also: % is scaled to controls: 0 for no effect and ±100 for the full control effect; nearly all actives have a fitted effect of over 55% in size
Rab9 promoter act – qHTS Assay for Rab9 Promoter Activators | Huh7 Rab9 promoter-luciferase reporter, luminescence, 24 h | Potency, µM (top dose mostly 9.22 µM), inactives show at the top dose activation, negative = inhibition, actives largely listed as activators | 2.8% of 320,000 active; also: % of control where 0% means no effect; nearly all actives have a fitted effect of over 60% in size
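Stable Rab9-luc Huh7, 1500 cells/well, 2 h settle; cmpd in DMSO, 24 h, 37 °C/5% CO2; luciferase reagent 10 min RT; luminescence.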
ELG1 genotoxic – qHTS screen for small molecules that induce genotoxicity in human embryonic kidney (HEK293T) cells expressing luciferase-tagged ELG1. Potency, µM (series often up to 46 µM), without a hit: at the top dose activity change, positive = activation, most hits filed as activators. 1.3% of 330,000 active. HEK293T ELG1-luciferase reporter, luminescence, 16 h; also: % of control where 0% means no effect; nearly all actives have a fitted effect of over 60% in size
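HEK293T cells expressing luciferase-tagged ELG1 were treated with compound or DMSO for 16 hr at 37°C. Luciferase activity was then read after 30 min with ONE-Glo at room temperature; rising signal flags genetic stress.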
FLuc counter – qHTS profiling assay for firefly luciferase inhibitor/activator using purifed enzyme and Km concentrations of substrates (counterscreen for miR-21 project). 6.9% of 360,000 active. Potency, µM (series often up to 57.5 µM), for the others: at the highest dose activity change, negative = inhibition, hits mostly inhibitors. Luciferin 4-monooxygenase (Photinus pyralis), P08659. purified FLuc, Km substrates, luminescence inhibition;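 also: plate controls were vehicle for no effect and reference inhibitor for full effect; nearly all actives have a fitted effect of over 55% in size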
Target sequence (P08659 whole entry, looked up): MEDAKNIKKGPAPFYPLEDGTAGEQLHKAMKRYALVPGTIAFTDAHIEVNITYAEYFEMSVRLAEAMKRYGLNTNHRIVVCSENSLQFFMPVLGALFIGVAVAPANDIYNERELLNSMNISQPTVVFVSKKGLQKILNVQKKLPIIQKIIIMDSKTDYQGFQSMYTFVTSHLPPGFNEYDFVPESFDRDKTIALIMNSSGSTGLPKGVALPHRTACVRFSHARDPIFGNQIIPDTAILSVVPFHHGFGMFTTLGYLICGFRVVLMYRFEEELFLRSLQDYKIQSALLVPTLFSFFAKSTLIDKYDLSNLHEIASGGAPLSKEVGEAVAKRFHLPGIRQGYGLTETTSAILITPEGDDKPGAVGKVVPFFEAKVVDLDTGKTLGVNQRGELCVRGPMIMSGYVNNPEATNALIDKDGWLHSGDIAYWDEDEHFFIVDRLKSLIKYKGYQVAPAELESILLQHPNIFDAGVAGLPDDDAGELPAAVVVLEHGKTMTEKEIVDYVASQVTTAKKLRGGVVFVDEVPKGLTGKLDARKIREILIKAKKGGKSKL
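Purified P. pyralis luciferase (10nM final) with 10uM D-luciferin and 10uM ATP (Km levels) in 50mM Tris acetate pH 7.5, 10mM Mg acetate, 0.01% Tween-20, 0.05% BSA; qHTS 6-point titration, ~60 µM downward; luminescence read.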
* marks the source's active call; other numbers are inactive results; ? = inconclusive; . = no result given; & = joins results of further samples; [ ] = remark or other dose. Unless noted, calls follow the shape of the dose curve; as a rule, active = well fitted curve in the direction sought with a large enough effect; inconclusive = small, poorly fitted or top-dose-only effect, or another doubt; inactive = no such curve, though single readings can be large; an effect the other way counts as inactive or inconclusive. Potency is read from the fitted curve at half-maximal effect.

Molecule | uPA surface inh | NPC1 prom act | ELG1 genotoxic | MBNL1 CUG block | VP16 counter | RORgamma inh | BRCA1 expr act | FLuc counter | Rab9 promoter act | p53 reactivator
CCCCn1c(N)c(N(CCC(C)C)C(=O)CSc2nnc(C)s2)c(=O)[nH]c1=O | 3% | -1% | 0% | -6% | -6% | ? | 0% | 6% | 0% | -3%
CN(CC(=O)Nc1cccc(F)c1)C(=O)c1ccc2c(c1)CC(c1ccccc1)OC2=O (stereo not drawn) | 4µM* | -22% | -2% | . | . | . | -57% | 2% | -11% | 0%
CC(C(=O)N1CCCCC1)N(C)CC(=O)Nc1ccc(Cl)cc1 (stereo not drawn) | -2% | -4% | -3% | -6% | 15% | 23% | -8% | 4% | 8% | -10%
Cn1c(=O)c2c(ncn2CC(=O)N2CCN(c3ccccc3)CC2)n(C)c1=O | 1% | -1% | . | 5% | -7% | -5% | -17% | 7% | -1% | 1%
COc1ccc2c3c(c(=O)oc2c1OCC(=O)O)CCCC3 | 1% | -1% | 3% | -1% | -3% | 2% | -12% | 9% | -2% | -1%
O=C(NC(=S)NC1CCCc2ccccc21)c1ccc(F)cc1 (stereo not drawn) | . | 1% | -1% | -4% | 16µM* | 8.9µM* | -21% | 0% | -3% | 3%
CCCOc1ccc(C(=O)N(Cc2cccs2)C2CCS(=O)(=O)C2)cc1 (stereo not drawn) | 0% | -1% | -4% | -11% | ? | 42% | -1% | -3%&-2% | -9% | -7%
Cc1ccc(/C=C2\SC(N3CCN(C(c4ccccc4)c4ccccc4)CC3)=NC2=O)o1 | -7% | 4% | -10% | -21% | 0% | 3% | -38% | -20% | -1% | 24%
NNC(=O)C1CC(O)CN1S(=O)(=O)c1ccc(Cl)cc1 (stereo not drawn) | 0% | -3% | 3% | -1% | -3% | 20% | -3% | -2% | -6% | -1%
CC(=O)c1ccc(Nc2nc(N3CCOCC3)nc(N3CCOCC3)n2)cc1 | -31% | 9% | 5% | 1% | 20% | ? | 31% | ? | 18% | .
CCOCN(C(=O)Cn1cnc2ccccc21)c1c(C)cccc1CC | -9% | 1% | -5% | -13% | 2% | -27% | 17% | 6% | -7% | -3%
CCOc1ccccc1N(C(=O)CNC(=O)c1ccco1)C(C(=O)NC1CCCC1)c1cccnc1 (stereo not drawn) | 1% | 0% | 2% | -5% | -7% | 24% | 0% | 6% | -2% | 9%
Cc1cc2c(cc1C)[n+](C)cn2CC(O)COCC1CC=CCC1 (stereo not drawn) | -1% | -8% | -11% | -11% | 0% | 14% | -10% | 0% | -17% | 8%
Cn1c(-c2ccc(F)cc2)cnc1NCc1cccc(F)c1 | -4% | -4% | -1% | -4% | 4% | -51% | -39% | -23% | 15% | 16%
C/C=C/c1ccc(OCCCn2cncn2)c(OC)c1 | 0% | 9% | 7% | 3% | 2% | 26% | 56% | ? | -6% | 9%
CC(=O)Nc1ccc(NC(=O)C(C)OC(=O)c2ccc(-n3cnnn3)cc2)cc1 (stereo not drawn) | 7% | -1% | 20% | . | . | . | -27% | -2% | -7% | 3%
Cc1ccc(C2CC(c3ccccc3)=NN2C(=O)CSc2nnc(-c3ccc(Cl)cc3)o2)o1 (stereo not drawn) | 9% | . | . | 5% | -8% | -2% | 0% | 0% | . | .
COc1ccc(N=C2C(=Nc3ccc(OC)cc3)N(c3ccc(OC)cc3)C(=S)N2C)cc1 | -7% | 1% | 0% | 9% | 2% | 5% | 0% | 0% | 2% | 1%
CCOc1ccc(Cn2nnc(C(=O)NCCc3ccc(Cl)cc3)c2N)cc1 | -14% | -1% | 1% | 14% | 10% | 21% | 7% | 0% | -9% | -5%
Cc1ccccc1NC(=O)Cc1nc(COC(=O)c2ccccn2)cs1 | -2% | 1% | 0% | . | . | . | 1% | -2% | -3% | 7%
Cc1ccc2[nH]c(=O)c(CN(CCN3CCOCC3)C(=O)Nc3ccc(F)cc3)cc2c1 | -3% | -2% | -8% | -1% | -7% | 13% | -35% | 3% | -6% | 10%
CSc1nc2ccc(NC(=O)c3c(F)cccc3F)cc2s1 | -2% | 2.5µM* | ? | -6% | -14% | ? | 5.6µM* | 19µM* | 3.5µM* | -1%
CC(=O)N1CC(C)Oc2ccc(S(=O)(=O)NC(CC(=O)O)c3cc(C)ccc3C)cc21 (stereo not drawn) | 2% | -4% | -1%[9.26 µM] | 4% | -8% | -1% | 5% | 0% | -4% | 2%
CC1(C)O[C@@H]2[C@H](O1)[C@@H](CO)O[C@H]2n1ccc(=O)[nH]c1=O | 5% | 0% | 2% | . | . | . | 1% | 3% | -6% | 10%
COc1cccc(NS(=O)(=O)c2ccc3c(c2)NC(=O)C(C)S3)c1 (stereo not drawn) | -11% | 0% | -7% | -10% | -2% | ? | -19% | 4% | -2% | -2%
C/C(=N/NS(=O)(=O)c1ccc(Br)cc1)c1ccc(C)o1 | 0% | -2% | -1% | 22% | -5% | 4% | 5% | 2% | 0% | -2%
Cc1ccccc1CN1C(=O)c2ccccc2S1(=O)=O | -17% | 24% | -6% | 21% | 5% | -1% | -4% | 4% | 3% | -2%
CCOc1ccccc1NC(=O)Nc1ccc2c(c1)OCO2 | 1% | 26% | 11% | -3% | 4% | 53% | 20% | 21µM* | ? | 24%
CCC1(C)Cc2ccccc2C(=O)N1 (stereo not drawn) | 1% | 1% | 1% | -2% | 1% | 0% | -1% | 0% | -3% | 0%
Cc1c(NC(=O)C2CCCN2C(=O)c2cccs2)c(=O)n(-c2ccccc2)n1C (stereo not drawn) | -2% | 1% | 4% | 10% | 0% | -1% | -10% | 1% | 4% | -6%
S=C(NCCc1cnc[nH]1)NC1CCCC1 | 4% | -3% | 0% | -6% | -9% | -14% | 2% | 2% | 1% | 5%
CC1CCN(C(=O)C2CCN(S(=O)(=O)c3cccc4cccnc34)CC2)CC1 | -2% | 2% | -4% | -4% | -3% | 5% | -2% | 0% | -9% | -5%
Cc1nnnn1/C(=C\c1ccccc1)C(=O)OCC(=O)Nc1cccc(S(=O)(=O)N(C)C)c1 | 8.9µM* | -9% | ? | . | . | . | -27% | -7% | 2% | -44%[inhibitor]
O=c1nc2s/c(=C\c3ccc(-c4ccccc4[N+](=O)[O-])o3)c(=O)n2nc1-c1ccccc1 | 4% | -1% | -1% | ? | -6% | -5% | -4% | -2% | -1% | 2%
Cc1cc(C)n(-c2ccc(Cl)c(C(=O)Nc3ccc(-c4nnc5n4CCCCC5)cc3)n2)n1 | 3% | -2% | -7% | -3% | -16% | ? | -19% | 2% | 4% | -6%
CC1CCC(NS(=O)(=O)c2ccc(N3CCCC3=O)cc2)CC1 (stereo not drawn) | -5% | -2% | -3% | -5% | ? | 33% | 1% | 5% | -8% | -1%
CC(=O)N(Cc1cccnc1)Cc1cc2ccc(C)cc2[nH]c1=O | 3% | -3% | 0% | 0% | -11% | ? | 0% | 0% | 17% | -3%
CCOC(=O)C1CCN(S(=O)(=O)C(F)(F)c2nc3ccccc3s2)CC1 | ? | 12% | 1% | -12% | -26% | -39% | 20% | 27µM* | 25% | ?
COc1ccc(CCNc2oc(COc3ccc(F)cc3)nc2C#N)cc1 | 1% | 2% | -3% | 5% | -7% | 37% | -43% | -4% | 1% | -8%
COc1ccc(CCNC(=O)CO/N=C/c2cc3c(cc2Br)OCO3)cc1OC | 5% | -9% | -4% | . | -1% | 19% | -3% | 1% | -3% | -1%
O=C(CSc1nnc(-c2ccccc2)o1)Nc1ccccc1F | ? | 23% | ? | 28% | -27% | -39% | -42% | -12% | 0.0032µM* | -16%
CCCCN(Cc1cc2cc(OC)ccc2[nH]c1=O)S(=O)(=O)c1ccc(C)cc1 | -10% | -9% | -8% | 2% | ? | ? | -27% | 4% | -1% | 1%
O=C(NCCCN1CCOCC1)c1cc(-c2cccc(O)c2)on1 | -2% | 0% | 17% | 3% | -6% | -17% | 15% | -19% | -6% | 13%
Cc1cccc(C)c1OCc1cc(C(=O)N2CCC(c3ccccc3)CC2)no1 | 0% | ? | 23% | 7% | 5% | 21% | ? | ? | ? | ?
O=C(NCC1CCCCC1)c1ccccc1[N+](=O)[O-] | 0% | 3% | -2% | 26% | 10% | 4% | 2% | 1% | -11% | .
CN(C)CCCCCN(C)Cc1cc2ccccc2o1 | 16% | -8% | -2% | -7% | 2% | -5% | -4% | 2% | 4% | 20%
CCOc1ccccc1-n1nnnc1SCC(=O)OC | 4% | -1% | 3% | -3% | -3% | 1% | 0% | -1% | -7% | 0%
CCOc1ccc2[nH]c(=O)c(CN(Cc3ccccc3)C(=O)N3CCCC3)cc2c1 | 0% | -3% | -8% | -4% | -6% | -24% | -26% | 8% | -9% | -4%
CCOc1ccc2[nH]c(=O)c(CN(Cc3cccs3)C(CC)c3nnnn3C(C)(C)CC)cc2c1 (stereo not drawn) | 4% | -4% | -4% | -3% | -12% | -1% | -71% | 7% | -2% | -3%
